Assay outcomes as filed in PubChem BioAssay.
Rev-erbA mod: modulators of Rev-erb alpha DNA binding, primary screen, biochemical, FITC-DNA, fluorescence polarization, uHTS; Nuclear receptor subfamily 1 group D member 1 (Homo sapiens), P20393; Rev-erbα–FITC-DNA binding, 90 min; activity, % at 10 µM; 370,000 compounds, 0.79% hits;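 active = activity above about 14%, limit read from the data; passing the limit was not always enough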;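 also: 0% = DMSO wells with 35 nM protein and 100% = DMSO wells with 750 nM protein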
hgDAF-12 ag: H. glycines DAF-12 receptor agonists, primary screen, cell-based, luminescence, HEK293, GAL4 fusion, UAS-luciferase; Nuclear hormone receptor DAF-12 (Heterodera glycines), GAL4 fusion; 370,000 compounds, 1.8% hits; AID 687014, 2013; HEK293 GAL4-hgDAF12 UAS-luciferase reporter, agonist luminescence; normalized to butyrate control; activation, % at 6.8 µM;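 active = activation above a cutoff set at the mean of all screened compounds plus 3 SD, cut at about 10% in these data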;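 also: 0% = DMSO wells and 100% = sodium butyrate wells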
PLC-beta3 inh: human PLC-beta3 inhibitors, primary screen, biochemical, fluorescence. Purified PLC-beta3, fluorogenic substrate. inhibition, % at 12.2 µM. 370,000 compounds, 0.18% hits; in the data active = inhibition above about 11%;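 also: 0% = median of compound wells on plate and 100% = full blocker control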
SMARCA2 activ: SMARCA2 (BRM) function activators, primary screen, cell-based, luminescence, high throughput | activation, % at 9.1 µM | MG213 cells, MMTV-luciferase reporter, dexamethasone, overnight | 370,000 compounds, 1% hits | AID 652017, 2013; in the data active = activation above about 7.8%;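 also: 0% = vehicle wells and 100% = reference activator wells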
MBD2 inh: inhibitors of MBD2 binding to methylated DNA, primary screen, biochemical, TR-FRET, DNA-binding domain, human; inhibition, % at 4.4 µM; MBD2 binding to methylated oligonucleotide; 370,000 compounds, 0.31% hits; in the data active = inhibition above about 13%
Target sequence (Q9UBB5 whole entry, looked up, the tested form may be a part): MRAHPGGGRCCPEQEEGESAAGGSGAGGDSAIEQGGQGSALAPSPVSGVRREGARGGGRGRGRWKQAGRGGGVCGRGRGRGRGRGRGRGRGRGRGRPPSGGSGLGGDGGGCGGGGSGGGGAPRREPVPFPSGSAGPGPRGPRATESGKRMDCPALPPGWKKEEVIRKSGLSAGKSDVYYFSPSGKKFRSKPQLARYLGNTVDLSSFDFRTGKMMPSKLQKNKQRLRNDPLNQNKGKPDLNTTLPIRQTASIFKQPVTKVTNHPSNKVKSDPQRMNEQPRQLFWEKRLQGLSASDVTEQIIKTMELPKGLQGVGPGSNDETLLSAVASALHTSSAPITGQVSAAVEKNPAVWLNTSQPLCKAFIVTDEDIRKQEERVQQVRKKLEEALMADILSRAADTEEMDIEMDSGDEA
ADAM17 inh: ADAM17 inhibitors, primary screen, biochemical, QFRET | Disintegrin and metalloproteinase domain-containing protein 17 (Homo sapiens), P78536 | recombinant ADAM17, EDANS/DABCYL FRET peptide cleavage | inhibition, % at 6.95 µM | 370,000 compounds, 0.83% hits;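 active = inhibition above the mean of compounds lying between control limits plus 3 SD, set per campaign, cut at about 8.5% in these data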;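 also: 0% = DMSO-only wells as the low control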
ssDAF12 agonist: S. stercoralis DAF-12 nuclear receptor activators, primary screen, cell-based, luminescence, HEK293, GRIP1 co-expression, lit1-tk-luc | HEK293 ssDAF-12/GRIP1 lit1-tk-luc reporter; % of 3 µM dafachronic acid response | activation, % at 6.8 µM | 370,000 compounds, 1% hits;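 active = activation above the mean over all tested compounds plus 3 SD, cut at about 0.9% in these data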;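 also: 0% = DMSO-only wells and 100% = 3 µM delta7-dafachronic acid wells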
PLCg1 inh: PLC-gamma1 enzyme inhibitors, primary screen, biochemical, fluorescence, purified enzyme; fluorogenic substrate; inhibition, % at 12.2 µM; 370,000 compounds, 0.84% hits; 1-phosphatidylinositol 4,5-bisphosphate phosphodiesterase gamma-1 (Homo sapiens), P19174; in the data active = inhibition above about 9.5%
hcDAF-12 act: H. contortus DAF-12 nuclear receptor activators, primary screen, cell-based, luminescence, HEK293, lit1-tk-luc reporter. HEK293 hcDAF-12 lit1-tk-luc reporter; 0% DMSO, 100% Δ7-dafachronic acid. activation, % at 6.8 µM. 370,000 compounds, 1.4% hits. AID 652067, 2013;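 active = activation above the mean of all tested compounds plus 3 SD, cut at about 5.5% in these data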;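 also: 100% = response to 3 µM Δ7-dafachronic acid high control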
DAX1 inh-1: DAX1 (NR0B1) inhibitors, primary screen, cell-based, HEK293, Gal4-DAX1, luciferase luminescence; Nuclear receptor subfamily 0 group B member 1 (Homo sapiens), P51843; HEK293 Gal4-DAX1 luciferase reporter; inhibition, % at 6.75 µM; 340,000 compounds, 0.99% hits; AID 504766, 2011;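 active = inhibition above the mean over all tested compounds plus 3 SD, cut at about 4.2% in these data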;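 also: 0% = DAX1-transfected cells with DMSO and 100% = empty-vector control cells with DMSO; inhibition shows as a rise in luminescence from relieved DAX1 repression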
Target sequence (P51843 207-470 limits assumed): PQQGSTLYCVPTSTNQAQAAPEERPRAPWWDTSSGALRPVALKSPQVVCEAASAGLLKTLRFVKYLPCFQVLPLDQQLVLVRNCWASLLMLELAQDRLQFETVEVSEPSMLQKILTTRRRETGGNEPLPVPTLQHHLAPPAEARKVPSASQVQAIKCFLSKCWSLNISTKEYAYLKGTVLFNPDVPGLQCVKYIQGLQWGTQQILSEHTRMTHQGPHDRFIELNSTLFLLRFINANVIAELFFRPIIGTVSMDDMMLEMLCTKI
DAX1 inh-2: DAX1 (NR0B1) inhibitors on StAR promoter, primary screen, cell-based, luminescence, SF-1 (NR5A1), full-length DAX-1. inhibition, % at 6.8 µM. HEK293T StAR-luciferase reporter, SF-1/DAX-1 repression relief. AID 652010, 2013. 370,000 compounds, 1.1% hits;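 active = inhibition above the mean over all tested compounds plus 3 SD, cut at about 3.6% in these data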;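 also: 0% = DAX-1 cells with DMSO and 100% = cells lacking DAX-1 with DMSO; higher inhibition means more luminescence from relief of DAX-1 repression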
Starred values were filed as active, the others as inactive; i = inactive; x = not tested or not shown.

SMILES | Rev-erbA mod | hgDAF-12 ag | PLC-beta3 inh | SMARCA2 activ | MBD2 inh | ADAM17 inh | ssDAF12 agonist | PLCg1 inh | hcDAF-12 act | DAX1 inh-1 | DAX1 inh-2
Cc1ccc(-c2csc(NC(=O)CN3CCC(C(N)=O)CC3)n2)cc1 | -2 | -2.6 | -3 | 0 | 7 | -1 | -1.3 | -1 | -1.7 | 0.3 | -0.4
Cn1cccc1CC(=O)N/N=C/c1ccc(Cl)c([N+](=O)[O-])c1 | -6 | -0.3 | -7 | 2 | 1 | -2 | -0.4 | 2 | -2.2 | x | -0.4
COCCNC(=S)Nc1ccc([N+](=O)[O-])cc1C | 5 | 1.1 | -3 | -3 | -2 | -1 | -1.7 | 3 | -0.5 | 1.5 | 0.4
CCOC(=O)C1CCN(S(=O)(=O)c2ccc(OC)c(Cl)c2Cl)CC1 | 7 | -3.4 | 0 | 1 | 1 | 2 | -1.8 | -1 | -1.7 | 0.0 | -0.2
CCCNC(=O)Cn1nc(C(F)(F)F)cc1C | -2 | -0.9 | -4 | -1 | 2 | -2 | 0.1 | 1 | -0.1 | -0.1 | -0.3
O=C(O)C(Sc1ccncn1)c1ccccc1 (centres undefined) | x | 1.1 | -2 | 1 | -3 | -3 | -0.8 | -1 | -2.1 | 1.9 | -0.5
COc1ccc(CN2CCN(C(=O)CC(C)C)CC2)c(OC)c1OC | -2 | -1.8 | -2 | -3 | -4 | -8 | -0.5 | -1 | -1.2 | -1.1 | -0.4
Cc1cc(N2CC34C=CC(O3)C(C(=O)O)C4C2=O)no1 (centres undefined) | -6 | 7.3 | 0 | -2 | 2 | -6 | -0.5 | -1 | -0.5 | -0.2 | 0.2
CN(C)/C=C/C(=O)c1ccccc1F | -5 | 0.0 | -13 | 1 | 1 | -1 | -1.1 | -12 | -0.1 | 0.1 | 0.3
COc1cccc(OC)c1C(=O)N1CCN(S(=O)(=O)c2ccccc2)CC1 | 0 | 0.5 | -2 | 1 | 2 | -1 | -1.1 | 3 | 0.1 | -0.9 | 0.0
CCOc1cc2c(cc1O)C(=NO)CC1C2CCC2(C)C(O)CCC12 (centres undefined) | -3 | -7.3 | -2 | -1 | 2 | -3 | -1.0 | -1 | 2.0 | 0.2 | -0.7
Cc1nnc(NC(=O)c2oc3c(ccc4ccccc43)c2C)s1 | 39* | 4.0 | -102 | 0 | -6 | -55 | -0.1 | -79 | 5.2 | 0.3 | -0.3
COc1cc(NCC(=O)Nc2cccc(S(=O)(=O)N3CCCCC3)c2)cc(OC)c1OC | -2 | 3.4 | -27 | 0 | -7 | 3 | -0.9 | -18 | -2.5 | -0.2 | -0.9
C#CCN([C@H](C(=O)OC)C(C)CC)S(=O)(=O)c1ccccc1Br (some centres undefined) | 5 | 0.3 | 2 | -2 | -1 | 0 | -1.9 | 0 | -3.6 | x | -0.3
COc1cccc(S(=O)(=O)Nc2ccc(C(O)(C(F)(F)F)C(F)(F)F)cc2)c1 | -4 | -2.1 | -2 | -2 | 3 | 3 | -1.2 | 6 | -2.1 | x | -0.8

Rev-erbA mod: hit marks shown above
mol	Rev-erbA mod	PLC-beta3 inh	SMARCA2 activ	MBD2 inh	ADAM17 inh	ssDAF12 agonist	PLCg1 inh	hcDAF-12 act	DAX1 inh-1	DAX1 inh-2
Cc1nnc(NC(=O)c2oc3c(ccc4ccccc43)c2C)s1	39*	-102	0	-6	-55	-0.1	-79	5.2	0.3	-0.3

Full records from above. Values in the order: Rev-erbA mod	hgDAF-12 ag	PLC-beta3 inh	SMARCA2 activ	MBD2 inh	ADAM17 inh	ssDAF12 agonist	PLCg1 inh	hcDAF-12 act	DAX1 inh-1	DAX1 inh-2
Cc1cc(N2CC34C=CC(O3)C(C(=O)O)C4C2=O)no1 (centres undefined) is listed with -6	7.3	0	-2	2	-6	-0.5	-1	-0.5	-0.2	0.2
C#CCN([C@H](C(=O)OC)C(C)CC)S(=O)(=O)c1ccccc1Br (some centres undefined) is listed with 5	0.3	2	-2	-1	0	-1.9	0	-3.6	x	-0.3

(listing goes on)
SMILES | Rev-erbA mod | hgDAF-12 ag | PLC-beta3 inh | SMARCA2 activ | MBD2 inh | ADAM17 inh | ssDAF12 agonist | PLCg1 inh | hcDAF-12 act | DAX1 inh-1 | DAX1 inh-2
Cc1nc2ccc(NC(=O)N3CCC(c4ccccc4)C3)cc2nc1C (centres undefined) | -1 | 0.0 | i | -3 | -1 | i | -1.3 | i | -3.0 | -1.8 | -0.4
Cc1ccc(C(C(=O)NCc2ccccc2)N(Cc2cccs2)C(=O)c2ccc3c(c2)OCCO3)cc1 (centres undefined) | 9 | -9.6 | 0 | -2 | 7 | 10* | -2.2 | -2 | -3.7 | -3.2 | -2.3
COc1ccc(/C=C/C(=O)c2cc(Br)ccc2O)cc1OC | 0 | -4.3 | -11 | -3 | 6 | 0 | -2.2 | -4 | -2.4 | -2.1 | -1.9
CCOC(=O)c1c(CN2CCN(c3ccccc3)CC2)oc2ccc(O)cc12 | 2 | -0.3 | -8 | 0 | 2 | 5 | -1.3 | 0 | -3.4 | -0.3 | -1.0
COc1ccccc1NC(C)=O | -3 | -0.2 | 5 | 3 | -6 | 1 | -1.6 | 1 | -0.3 | -0.5 | -1.0
CC(=O)NC(=O)Nc1sc(=S)n(C)c1C | 2 | 0.0 | 0 | 1 | -1 | 0 | -1.6 | 2 | -1.0 | 1.3 | 0.2
Cc1ccccc1-n1c(SCC(=O)N/N=C/c2sccc2C)nc2ccccc2c1=O | -7 | 0.8 | 6 | 0 | -1 | -2 | -1.3 | 1 | -0.1 | 0.0 | -0.5
O=C(c1ccccc1Cc1ccccc1)N1CCN(S(=O)(=O)c2ccccc2)CC1 | -4 | -2.0 | -5 | -1 | 2 | -6 | -0.5 | 2 | 0.8 | 0.0 | -0.9
COCCNC(=O)C1(C)Cc2c(-c3ccc(N(C)C)cc3)ccnc2O1 (centres undefined) | -6 | -2.1 | -364 | -2 | 4 | -107 | -1.6 | -267 | -3.0 | x | -1.7
O=C(NCc1ccncc1)c1ccc(NS(=O)(=O)c2ccccc2)cc1 | -2 | 0.6 | 1 | 4 | -6 | 1 | -1.5 | 3 | -0.5 | 0.7 | 0.8
CCC(C)(C)C(=O)Nc1cc([N+](=O)[O-])ccc1Cl | 1 | -1.2 | 2 | 0 | -4 | 0 | -1.5 | -3 | -0.1 | -0.6 | -0.3
COc1ccc(C(C)(C)C)cc1NC(=O)c1c(C)noc1C | 4 | 1.9 | 2 | -1 | -5 | 0 | -1.3 | 2 | -0.1 | -1.2 | -1.2
Cc1ccc(O)c(NC(=O)c2cc(-c3ccccc3Cl)on2)c1 | -5 | 4.4 | -1 | 2 | 0 | -3 | -0.5 | -3 | 1.8 | -1.4 | 0.3
O=C(CCCCCn1c(SCc2ccncc2)nc2ccccc2c1=O)NCc1ccco1 | -6 | 1.1 | -7 | 7 | -1 | -1 | -1.9 | -2 | -1.8 | 0.3 | -1.1
O=C(CCCN1C(=O)c2ccccc2C1=O)Nc1sc2c(c1C(=O)NCc1ccco1)CCC2 | -1 | -3.5 | -4 | -5 | 1 | 5 | -1.6 | 3 | -0.9 | 0.1 | 0.1
Cn1c2ccccc2c(=O)c2ccc(C#Cc3ccc(N)cc3)cc21 | -5 | -3.6 | i | 1 | -3 | -21 | -2.3 | i | -3.6 | -3.1 | -1.3
CCC(CC)=NNc1cccc([N+](=O)[O-])c1 | -3 | -0.8 | -1 | -3 | -1 | 0 | -1.4 | 0 | -1.2 | -0.8 | -0.7
CC(C)CC(=O)NC(Nc1ccccc1F)C(Cl)(Cl)Cl (centres undefined) | -2 | 0.8 | -3 | 0 | 3 | -6 | -0.9 | 0 | -2.2 | -0.5 | 0.1
CCOC(=O)c1ccc(NC(=O)COc2ccccc2CNC2CCCC2)cc1 | -1 | -1.2 | -1 | 0 | 0 | -1 | -1.2 | 2 | -0.1 | 3.2 | -0.5
CC(C)(C)NS(=O)(=O)c1ccc(NC(=O)C2CCCCC2)cc1 | 0 | 0.9 | 1 | -3 | 4 | -2 | -1.5 | -2 | -1.5 | -0.3 | -0.3
COc1ccccc1Nc1nnc(SCC(=O)NC2CCCC2)s1 | -3 | -1.4 | -4 | -4 | -8 | 3 | -1.6 | 0 | -0.4 | -0.5 | -0.5
CC(C)N(C(=O)[C@H]1C[C@H](CC(=O)NCCC2=CCCCC2)C(=O)N2CCc3c([nH]c4cc(-c5ccco5)ccc34)[C@]12C)C(C)C | 4 | -1.2 | i | 0 | -3 | -149 | -1.1 | i | -2.1 | -0.8 | 1.5
CC1=C(C(=O)OC(C)C)C(c2ccc(Cl)cc2)n2c(s/c(=C\c3ccc(OCC(=O)O)cc3)c2=O)=N1 (centres undefined) | 1 | 1.1 | -9 | 0 | 3 | -3 | -1.3 | -2 | -1.4 | -0.2 | -0.2
C=CCN(CC=C)CCOc1ccc(C)cc1[N+](=O)[O-] | 3 | 7.0 | -5 | 3 | -2 | 3 | -0.2 | 5 | 2.6 | -0.1 | 0.9
O=C(CSc1ccc2nnc(CCNC(=O)c3ccccc3)n2n1)NCCc1ccccc1 | 0 | -2.2 | -6 | 0 | -4 | -3 | -1.6 | 0 | 3.2 | 0.1 | 0.0
CCc1ccc(N2CC(C(=O)N/N=C/c3ccccc3)CC2=O)cc1 (centres undefined) | -4 | -3.2 | -3 | 0 | -1 | -4 | -1.7 | -2 | 0.0 | 2.9 | -0.1
C=CCn1c(Sc2ncc([N+](=O)[O-])s2)n[nH]c1=O | -3 | -3.5 | -5 | -16 | -2 | 1 | -1.5 | 2 | -0.8 | -2.0 | -1.6
O=C(NC1CCCC1)c1ccc(CN2CCOCC2)cc1 | -2 | -1.5 | 2 | -1 | -1 | -6 | -0.8 | -1 | -1.8 | 1.2 | 0.1
O=C(CN1CCN(S(=O)(=O)c2ccccc2)CC1)N1CCCCC1 | -2 | 2.0 | -6 | -2 | 2 | -4 | -1.3 | 0 | 0.4 | 0.7 | -0.2
COC(=O)C1CCN(CC(=O)Nc2ccc3c(c2)OCCO3)CC1 | -3 | -0.3 | 2 | 0 | 4 | -1 | -0.4 | 0 | 0.9 | 0.2 | 1.1
